BoNT F protease: BoNT F light chain protease inhibition. Multiplex microsphere protease cleavage assay, flow cytometry. inhibition, % at 10 µM. actives 0.22% (n = 360,000). AID 588497; in the data active means inhibition above about 35%, passing the limit was not always enough; inconclusive means no clear call, values can overlap the other calls; further: plate controls were buffer without enzyme for full effect and enzyme alone for no effect
GDH-TPI counter: GDH-TPI coupled enzyme inhibition counter-screen. inhibition, % at 4.8 µM. AID 588335. actives 1.2% (n = 360,000). GDH-TPI coupled enzyme counterscreen, NADH absorbance; in the data active means inhibition above about 30%;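 further: 0% = DMSO wells and 100% = wells lacking the enzyme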
FadD28 binding: blocks FadD28 binding to the bisubstrate probe. fluorescence polarization. inhibition, % at 12.5 µM. actives 0.22% (n = 360,000). AID 588549; in the data active means inhibition above about 8.5%, passing the limit was not always enough; inconclusive means no clear call, values can overlap the other calls
Rv3671c protease: Rv3671c (M. tuberculosis) protease inhibition; inhibition, % at 5.96 µM; P9WHR9; actives 0.048% (n = 320,000); in the data active means inhibition above about 38%;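 further: extracellular domain of Rv3671c used as enzyme; 0% = enzyme with DMSO and 100% = no enzyme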
Target sequence (P9WHR9 whole entry, looked up, the tested form may be a part): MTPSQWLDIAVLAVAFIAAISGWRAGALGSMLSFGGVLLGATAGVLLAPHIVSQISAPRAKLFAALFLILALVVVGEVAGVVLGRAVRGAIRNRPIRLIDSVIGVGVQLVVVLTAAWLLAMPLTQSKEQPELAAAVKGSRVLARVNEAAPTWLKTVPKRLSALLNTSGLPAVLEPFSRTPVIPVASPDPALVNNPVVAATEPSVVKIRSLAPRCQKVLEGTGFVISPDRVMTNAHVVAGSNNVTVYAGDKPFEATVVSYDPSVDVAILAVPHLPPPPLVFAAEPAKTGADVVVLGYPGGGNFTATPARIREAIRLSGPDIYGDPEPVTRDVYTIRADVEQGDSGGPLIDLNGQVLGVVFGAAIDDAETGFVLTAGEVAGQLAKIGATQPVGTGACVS
MazEF act: increases E. coli MazEF RNase cleavage of RNA. P0AE70. activation, % at 20 µM. AID 504720. actives 0.32% (n = 350,000). FAM/BHQ RNA-DNA oligo cleavage fluorescence, 5 h; in the data active means activation above about 50%
Target sequence (P0AE70 whole entry, looked up): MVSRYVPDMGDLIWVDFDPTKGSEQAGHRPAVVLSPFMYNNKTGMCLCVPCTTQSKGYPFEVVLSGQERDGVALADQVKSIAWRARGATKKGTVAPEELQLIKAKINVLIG
FBA Mtb inh: inhibits M. tuberculosis FBA enzyme | AID 588726 | inhibition, % at 1 µM | purified M. tuberculosis FBA, fluorescence read-out | actives 2.3% (n = 360,000) | P9WQA3; in the data active means inhibition above about 27%;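 further: 0% = vehicle and 100% = reference inhibitor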
Mtb UGM inh: Mtb UDP-galactopyranose mutase inhibition. purified UGM, fluorescence polarization probe displacement. AID 504406. P9WIQ1. inhibition, % at 10 µM. actives 0.06% (n = 320,000); in the data active means inhibition above about 10%, passing the limit was not always enough; inconclusive means no clear call, values can overlap the other calls
Target sequence (P9WIQ1 whole entry, looked up): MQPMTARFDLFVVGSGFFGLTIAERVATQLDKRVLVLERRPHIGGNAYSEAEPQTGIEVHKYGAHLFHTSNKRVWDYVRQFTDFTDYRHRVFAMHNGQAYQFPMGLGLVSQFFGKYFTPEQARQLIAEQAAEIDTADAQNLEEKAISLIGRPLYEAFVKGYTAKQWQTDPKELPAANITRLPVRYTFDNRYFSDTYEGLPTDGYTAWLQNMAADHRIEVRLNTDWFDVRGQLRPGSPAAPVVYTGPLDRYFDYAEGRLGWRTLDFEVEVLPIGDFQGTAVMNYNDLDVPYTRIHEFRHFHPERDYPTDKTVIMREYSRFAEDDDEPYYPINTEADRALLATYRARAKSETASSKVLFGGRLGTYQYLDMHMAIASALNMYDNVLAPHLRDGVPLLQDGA
PrPC TRFRET: reduces human prion protein on the cell surface; P04156; cell surface PrPC, TR-FRET read-out; inhibition, % at 13.8 µM; actives 0.43% (n = 370,000); in the data active means inhibition above about 24%; further: 0% = median of the test wells and 100% = reference compound wells
Mtb BioA inh: blocks M. tuberculosis BioA enzyme activity; purified M. tuberculosis BioA enzyme, plate reader; inhibition, % at 9.99 µM; actives 0.096% (n = 360,000); in the data active means inhibition above about 40%; inconclusive means no clear call, values can overlap the other calls
* marks the source's active call; other numbers are inactive results; ? = inconclusive; . = no result given; & = joins results of further samples. Hits appear at their usual frequency; about 4.8% have a hit in one of these screens.

SMILES | BoNT F protease | GDH-TPI counter | FadD28 binding | Rv3671c protease | MazEF act | FBA Mtb inh | Mtb UGM inh | PrPC TRFRET | Mtb BioA inh
CC(=O)Nc1ccc(S(=O)(=O)Nc2ccc(S(=O)(=O)N3CCCCCC3)cc2)cc1 | -7 | 3 | 0.0 | 1 | 0 | -2 | -0.3 | 3 | 0.1
CCC(C)(C)n1nnnc1C(c1cccc(C#N)c1)N1CCN(c2cccc(C)c2C)CC1 (stereo not given) | -13 | 0 | -0.4 | 2 | 0 | 0 | -0.2 | 6 | -2.1
COC(=O)C1(C)CCCC2(C)c3cc(OC)ccc3C(=O)C(Br)C12 (stereo not given) | 0 | 7 | -2.0 | . | 6 | 1 | . | -1 | -0.7
CC(C)=CCC/C(C)=C/C=N/NC(=O)c1ccccc1[N+](=O)[O-] | -2 | 7 | -4.2 | 5 | 3 | 1 | 1.5 | -6 | -1.5
COc1ccccc1N1CCN(C(=O)c2cc3ccccc3[nH]2)CC1 | . | 2 | -1.1 | -3 | -2 | 1 | -0.7 | -5 | -0.8
CNS(=O)(=O)c1ccc(Cl)nc1 | -11 | -3 | -4.2 | 7 | 4 | -5 | 1.1 | 12 | 0.4
COc1cccc(CC2(CO)CCCN(Cc3sc(N4CCCC4)nc3Cl)C2)c1 (stereo not given) | 2 | -1 | -3.0 | 2 | -37 | -8 | 0.9 | -1 | .
O=c1c([N+](=O)[O-])c(NC2CCCCC2)c2ccccc2n1-c1ccccc1 | -6 | 18 | -0.4 | 10 | -1 | 3 | 0.0 | -3 | -8.4
Cc1ccc(NC(=O)Nc2ccc(F)c(Cl)c2)cc1 | -4 | 4 | -3.6 | -12 | 2 | 6 | ? | 16 | .
CC1Cc2nc(SCC(=O)Nc3ccc4c(c3)OCCO4)n(C)c(=O)c2S1 (stereo not given) | -9 | 2 | -1.9 | 1 | 11 | -2 | 2.2 | -5 | 7.3
CC(C)OCCCNC(=O)c1c(N)n(/N=C/c2ccccn2)c2nc3ccccc3nc12 | -3 | 13 | -4.8 | -14 | 0 | 1 | 0.7 | -3 | -1.8
CC(=O)Nc1ccc(OCc2ccc3c(c2)OCO3)cc1 | -5 | 2 | -2.0 | -8 | 7 | 2 | 7.0 | 10 | 0.1
CCC1CCCCN1C(=S)NC(=O)c1cccs1 (stereo not given) | -12 | -14 | -2.7 | . | 0 | -2 | . | 6 | .
COc1ccc(C(=O)c2sc3nc(C)cc(-c4cccs4)c3c2N)cc1 | 17 | 11 | -4.7 | . | -159 | -2 | . | 1 | .
CCCSc1nnc(N)s1 | -5 | 2 | -0.9 | 2 | -1 | -2 | 1.2 | 2 | -0.7
O=C(CN1CCOCC1)N/N=C/c1ccc(-c2ccc(Br)cc2)o1 | -6 | 21 | 0.1 | 4 | -1 | 4 | -2.0 | -10 | .
O=C(O)c1ccc(N2C(=O)c3cccc4c(C(=O)O)ccc(c34)C2=O)cc1 | 0 | 14 | 4.5 | 2 | -42 | 4 | -0.2 | -41 | .
FC(F)C(F)(F)Oc1cccc(Nc2nccn3c(-c4ccc5ccccc5c4)cnc23)c1 | -8 | 23 | 1.1 | . | . | 8 | . | 10 | -1.5
COc1ccc(N(CC(=O)NCc2ccc3c(c2)OCO3)S(C)(=O)=O)cc1OC | -1 | 9 | 0.6 | 11 | 2 | 3 | -1.7 | -7 | -1.4
Cc1cccc(C)c1NC(=O)COC(=O)c1cccnc1 | 1 | -1 | 0.2 | 3 | -2 | 3 | 0.7 | 2 | -1.7
COc1ccc(CCc2nnc(CCC(=O)NCc3cnc4ccccn34)o2)cc1 | -1 | 3 | -2.5 | 8 | 1 | 14 | -0.3 | 6 | .
Cc1cc(C(=O)CSc2nc3ccccc3c(=O)[nH]2)c(C)n1C | -4 | 1 | -3.7 | 1 | -3 | -3 | 0.0 | 7 | -0.2
CC(=O)NCc1ccc(-c2csc(-c3cccs3)n2)cc1 | -6 | 25 | -0.2 | -8 | 7 | 4 | 0.3 | -15 | -3.9
Cc1ccc(NC(=O)c2cccs2)cc1[N+](=O)[O-] | -7 | -7 | -1.4 | -17 | 22 | 3 | 2.8 | 5 | .
CSCCC(NC(=O)c1ccccc1Cl)C(=O)N1CCN(C(C)=O)CC1 (stereo not given) | -5 | 2 | -2.4 | -1 | 4 | -3 | 0.1 | -5 | -0.4
Cc1cccc([N+](=O)[O-])c1NC(=O)COC(=O)C1CC2CCCC(C1)C2=O (stereo not given) | 5 | 3 | -1.4 | 1 | 5 | -1 | 3.7 | -6 | .
Cc1ccnn1CC(=O)N/N=C/c1ccc([N+](=O)[O-])s1 | -10 | 10 | -2.3 | -3 | 4 | -2 | -1.0 | -54 | .
O=C(CCC(=O)OCC(=O)c1cccc([N+](=O)[O-])c1)Nc1ccccc1Cl | -7 | 8 | -1.0 | 9 | 5 | 2 | 3.2 | -9 | -1.0
S=C(Nc1cccc(Cl)c1)Nc1ccc2c(c1)OCCO2 | 0 | 1 | -2.0 | . | 4 | 0 | -0.7 | 0 | -0.7
CC(C)CC#Cc1ccc2c(c1)O[C@H](CN(C)C(=O)Nc1ccccc1)[C@@H](C)CN([C@H](C)CO)S2(=O)=O | -6 | 3 | -1.5 | . | -4 | -1 | . | 2 | 1.3&1.1&1.9
O=C(C1CCN(S(=O)(=O)c2cccc([N+](=O)[O-])c2)CC1)N1CCOCC1 | -6 | -5 | -2.8 | -1 | 3 | 1 | -0.7 | -19 | .
O=C(C(Cc1ccccc1)N1C(=O)c2ccccc2C1=O)N1c2ccccc2CCc2ccccc21 (stereo not given) | -5 | 2 | -1.3 | -6 | -4 | 1 | -1.5 | -1 | .
CCN(CC(=O)Nc1ccc2c(c1)OCCO2)C(=O)CC1CCCC1 | . | 0 | -0.3 | 6 | 0 | 4 | 3.0 | 12 | 0.7
CCN1c2ccccc2N(C)C1(C)c1ccccc1 (stereo not given) | -84 | 9 | 1.2 | -24 | -4 | -3 | 2.3 | . | -1.1
Cn1c(NCc2c[nH]c3ccccc23)nc2ccccc21 | -15 | -4 | -2.7 | -2 | 3 | -1 | 2.8 | -11 | -0.6
CN1CCN(NC(=O)C23CC4CC(CC(C4)C2)C3)CC1 | 0 | -8 | -2.5 | 3 | 2 | -4 | -2.1 | -6 | .
Cn1c(=O)c2c(nc(SCc3cccnc3)n2Cc2ccc(F)cc2)n(C)c1=O | 2 | 2 | -4.2 | 8 | 5 | -3 | -2.9 | -3 | 2.0
Cc1cc(C(F)(F)F)nn1CC(=O)NCC1CCCO1 (stereo not given) | -7 | 5 | -2.8 | -1 | -4 | -2 | -1.0 | -1 | -1.4
COc1ccc(NC(=O)c2cccs2)cc1NC(=O)c1ccco1 | 3 | 3 | -4.1 | -10 | 3 | -2 | -3.7 | 7 | 7.3
CCN1C(=O)[C@H]2[C@@H](c3ccc(SC4CCCCC4)cc3)N3CCCC[C@@]3(C(=O)OC)[C@H]2C1=O | 2 | 8 | -1.4 | 8 | 0 | 2 | 0.8 | 4 | 2.5
O=c1oc2ccccc2c(Nc2cccc3ccccc23)c1[N+](=O)[O-] | 0 | 23 | -0.6 | -8 | -2 | -10 | 1.4 | 4 | 5.6
CC1CCCC(C)N1C(=O)CSc1nc2ccccc2s1 (stereo not given) | -4 | 8 | -1.4 | -4 | -9 | 8 | 3.1 | 13 | -0.2
Cc1cc(OC(C)C(=O)Nc2ccncc2)ccc1Cl (stereo not given) | 4 | -1 | -2.6 | -2 | 6 | 1 | -3.5 | 12 | 2.4
CCN(CC)S(=O)(=O)c1cc(NC(=O)CSc2nnc(-c3cccs3)o2)ccc1C | -3 | 5 | -3.4 | -2 | 2 | 2 | 1.6 | -2 | 1.0
Cc1ccc(NS(=O)(=O)c2ccc(C(=O)N3CCN(S(=O)(=O)c4ccccc4)CC3)cc2)cc1 | 11 | 4 | -3.3 | 1 | 0 | 3 | -1.0 | 18 | 0.4
O=C(COC(=O)c1cc(S(=O)(=O)N2CCc3ccccc3C2)ccc1Cl)NCc1ccco1 | 3 | 5 | 0.7 | -18 | -2 | 6 | 2.3 | -6 | -2.2
CCOC(=O)c1c(C)nc2sccn12 | -2 | 9 | -0.2 | -5 | -4 | -1 | 1.9 | 0 | -2.2
Cc1cccc(N2C(=O)C(CC(=O)Nc3cccc(F)c3)N(CCc3ccncc3)C2=O)c1 (stereo not given) | -3 | -5 | -2.7 | -4 | -2 | 4 | -1.9 | -9 | .
CCN(CC)Cc1c(C(=O)N/N=C/c2ccccn2)nnn1-c1nonc1N | 2 | 3 | -4.2 | -19 | 11 | 2 | 2.0 | -3 | 3.8
CCCc1noc2c1C(c1cc(Br)ccc1F)C(C#N)=C(N)N2 (stereo not given) | -3 | -7 | -11 | -16 | 7 | -8 | 1.4 | 6 | 0.8
COc1cc(/C=N/n2cnnc2)ccc1OCC(=O)N1CCOCC1 | -2 | 5 | -2.8 | 1 | -3 | 3 | -4.0 | 2 | .
CCOC(=O)c1c(S(=O)(=O)N2CCCC(C(=O)Nc3ncccc3C)C2)c(C)n(C)c1C (stereo not given) | 0 | -7 | -3.2 | -10 | 5 | -3 | 2.5 | 8 | -0.8
Cn1c(O)c(C(=O)c2ccccc2Cl)c(=O)n(C)c1=O | 14 | -6 | -3.4 | -9 | 11 | 1 | -1.3 | 2 | -0.5
CC(C)c1nc(SCC(=O)Nc2cccc(C(=O)O)c2)c2c3c(sc2n1)CCCC3 | 0 | 0 | -2.3 | -7 | 4 | -1 | 1.5 | 4 | 6.9
CSc1ccccc1NC(=O)NCCCl | -3 | 7 | 0.6 | 6 | -9 | 4 | -0.7 | -4 | -1.5
O=C1CCC(c2ccccc2)N1c1ccccc1 (stereo not given) | -2 | 6 | 0.3 | . | -4 | 1 | . | 3 | -0.8
C=CCNc1nc(-c2ccc(O)c(C(N)=O)c2)cs1 | -6 | 4 | 0.3 | 12 | 7 | 1 | 0.3 | -3 | 1.7
Cc1ccccc1OCCNc1cc(N2CCN(CCO)CC2)ccc1[N+](=O)[O-] | -5 | 6 | -9.4 | -3 | 6 | -7 | 2.4 | -30 | .
CC1CCN(S(=O)(=O)c2ccc(NC(=O)CN3CCN(c4ccccc4)CC3)cc2)CC1 | -4 | 3 | -2.3 | 1 | 33 | -3 | -7.4 | 1 | -2.8

Among those listed so far, these contain a thiophene ring, fused or not.
SMILES | BoNT F protease | GDH-TPI counter | FadD28 binding | Rv3671c protease | MazEF act | FBA Mtb inh | Mtb UGM inh | PrPC TRFRET | Mtb BioA inh
CCC1CCCCN1C(=S)NC(=O)c1cccs1 (stereo not given) | -12 | -14 | -2.7 | . | 0 | -2 | . | 6 | .
COc1ccc(C(=O)c2sc3nc(C)cc(-c4cccs4)c3c2N)cc1 | 17 | 11 | -4.7 | . | -159 | -2 | . | 1 | .
CC(=O)NCc1ccc(-c2csc(-c3cccs3)n2)cc1 | -6 | 25 | -0.2 | -8 | 7 | 4 | 0.3 | -15 | -3.9
Cc1ccc(NC(=O)c2cccs2)cc1[N+](=O)[O-] | -7 | -7 | -1.4 | -17 | 22 | 3 | 2.8 | 5 | .
Cc1ccnn1CC(=O)N/N=C/c1ccc([N+](=O)[O-])s1 | -10 | 10 | -2.3 | -3 | 4 | -2 | -1.0 | -54 | .
COc1ccc(NC(=O)c2cccs2)cc1NC(=O)c1ccco1 | 3 | 3 | -4.1 | -10 | 3 | -2 | -3.7 | 7 | 7.3
CCN(CC)S(=O)(=O)c1cc(NC(=O)CSc2nnc(-c3cccs3)o2)ccc1C | -3 | 5 | -3.4 | -2 | 2 | 2 | 1.6 | -2 | 1.0
CC(C)c1nc(SCC(=O)Nc2cccc(C(=O)O)c2)c2c3c(sc2n1)CCCC3 | 0 | 0 | -2.3 | -7 | 4 | -1 | 1.5 | 4 | 6.9

Compound activity as filed in PubChem BioAssay.
